RMI FANCM FP: blocks RMI1/RMI2 complex binding to FANCM MM2 peptide | Fluorescence polarization, RMI core complex with F-MM2 peptide; stronger effect = lower value | FP signal (polarization) at 33 µM | 70,000 tested, 0.58% active | AID 1159607; in the data active = FP signal below about 40; note: inactives centre near 61; strong numbers were not always called active; unit not given here
Active calls of the source: *; & = joins results of further samples.

RMI FANCM FP	SMILES
62	CCCc1ccc(C(=O)NCc2ccc3c(c2)OCO3)cc1
64	O=C(CSc1nccn1-c1ccc(Cl)cc1)Nc1cc(C(F)(F)F)ccc1Cl
66	O=C(NCc1ccccc1)N1CCN(c2ccc(-c3ccc4c(c3)OCO4)nn2)CC1
43	CC(=O)c1ccc(N2C(=O)c3ccccc3C2=O)cc1
64	O=S(=O)(c1ccc(Cl)cc1)c1nc(NCc2cccnc2)sc1Cl
54	O=C(Nc1nccs1)c1ccc2nccnc2c1
72	O=C(NCCn1ncc2c(=O)n(Cc3ccc(Br)cc3)cnc21)c1ccc(F)cc1F
93	O=C(CSc1nccn2nc(-c3ccc(Cl)cc3)cc12)NCc1ccc(F)cc1
52	O=C(Nc1cc2c3c(c1)CC(=O)N3CCC2)c1ccccc1[N+](=O)[O-]
73	CN1CCc2cc(C(CNC(=O)C(=O)Nc3ccc(F)c(F)c3)N(C)C)ccc21 (centres undefined)
52	COc1ccccc1-n1ccnc(SCC(=O)Nc2ccc(C)cc2C)c1=O
58	CN(/N=C\c1ccc(Cl)cc1)c1ccc([N+](=O)[O-])cn1
56	Cc1ccc(-n2cc(C(=O)NCCC(C)C)nn2)cc1C
52	COc1ccc(CCN2C(=O)CNC2=S)cc1
64	CC(C)(C)S(=O)(=O)c1ccc(NCc2ccc(Cl)cc2)nn1
56	CCc1cc(=O)[nH]c(SCC(=O)Nc2ccc(Cl)c(Cl)c2)n1
63	COc1cc(S(=O)(=O)N2CCCCC2C)c(OC)cc1C (centres undefined)
56	Cc1c(Cl)cccc1N1CCN(CC(=O)Nc2ccc(Br)cc2)CC1
60	COc1ccc(C(=O)Nc2c3c(nn2-c2ccc([N+](=O)[O-])cc2)CSC3)cc1OC
59	CC(C)(C)S(=O)(=O)Cc1nc(-c2ccc(C(F)(F)F)cc2)cs1
53	COc1cc(-c2ccc(SCC(N)=O)nn2)cc(OC)c1OC
59	O=C(NCc1ccc2c(c1)OCO2)C1CC(=O)N(CCc2ccc(Cl)cc2)C1 (centres undefined)
60&81&81&87	CNCCCC12CCC(c3ccccc31)c1ccccc12
45	O=C(O)c1ccccc1Sc1c([N+](=O)[O-])cc(C(F)(F)F)cc1[N+](=O)[O-]
58	COc1cc(C(=O)NNc2nc3c(OC)ccc(OC)c3s2)cc(OC)c1OC
60	Cc1ccc(-c2nc(CN3N=NC4C(=O)N(c5ccc(C(C)C)cc5)C(=O)C43)c(C)o2)cc1 (centres undefined)
25*	CN(C)c1ccc(/C=C/c2ccncc2)cc1
92	CCN(CC)CCOC(=O)c1ccc2c(c1)-c1cccc3c(C(=O)OCCN(CC)CC)ccc-2c13
82	O=C(CSc1nnc2c(=O)n(-c3cccc(F)c3)ccn12)c1ccc(F)cc1
59	Cc1cc(C)c2nc(NC(=O)C(C)C)sc2c1

Overlap with the part before: 5 entries; new compounds follow.
RMI FANCM FP	SMILES
60	Cc1ccc(-c2nc(CN3N=NC4C(=O)N(c5ccc(C(C)C)cc5)C(=O)C43)c(C)o2)cc1 (centres undefined)
25*	CN(C)c1ccc(/C=C/c2ccncc2)cc1
92	CCN(CC)CCOC(=O)c1ccc2c(c1)-c1cccc3c(C(=O)OCCN(CC)CC)ccc-2c13
82	O=C(CSc1nnc2c(=O)n(-c3cccc(F)c3)ccn12)c1ccc(F)cc1
59	Cc1cc(C)c2nc(NC(=O)C(C)C)sc2c1
56	O=C(Cn1ccn(-c2ccc(F)cc2)c(=O)c1=O)Nc1cccc(C(F)(F)F)c1
60	CC(C)CCOc1ccc(COC2C(C(O)CO)OC3OC(C)(C)OC32)cc1 (centres undefined)
65	CCOC(=O)N1CCC(NC(=O)c2cn(-c3ccc(C)cc3)nn2)CC1
55	O=[N+]([O-])c1cccc(NCc2cccs2)c1
68	Cc1cc(-c2nnc(NC(=O)CCCSc3ccc(F)cc3)o2)nn1C
55	O=c1oc(Cl)c(Cl)c2ccccc12
58	CCN(CC)C(=S)SCc1cn2cccnc2n1
73	COC(=O)c1ccccc1NC(=O)c1csc2nc(-c3ccc(F)cc3)cn12
63	O=C(Oc1cccc([N+](=O)[O-])c1)N1CCCCC1
47	C/C(=N/OCC(=O)N=S(C)(=O)c1ccc(C)cc1)c1ccc(Cl)cc1 (centres undefined)
61	CC(C)CCCC(C)C1CCC2C3CC=C4CC(OC(=O)/C=C/c5ccc(N(C)C)cc5)CCC4(C)C3CCC12C (centres undefined)
55	S=C(N/N=C\C=C\c1ccccc1)NC1CC2C=CC1C2 (centres undefined)
72	CC(=O)Nc1cccc(NC(=O)CSc2nc(CC(=O)Nc3ccc(C)c(Cl)c3)cs2)c1
56	Cc1oc(C(C)(C)C)cc1C(=O)NCCSCc1c(F)cccc1Cl
51	CCCc1nnc(SCC(=O)Nc2ccc(C(=O)OCC)cc2)n1-n1cccc1
56	O=C(CSc1nc(=O)n2ccccc2n1)NC1CCCCC1
61	O=C(Cc1csc(Nc2cccc(Cl)c2)n1)N1CCN(c2ccccn2)CC1
61	O=S(=O)(c1ccc(C2CCCCC2)cc1)N1CCCC1
61	CNC(=O)c1c(NC(=O)c2coc3ccccc3c2=O)sc2c1CCCC2
74	CNC(=O)c1c(NC(=O)C2=COCCO2)sc2c1CCCC2
61	Cc1nc(C(=O)O/N=C(/N)c2c(-c3c(Cl)cccc3Cl)noc2C)cs1
73	CC(=O)c1cccc(NC(=O)Cc2csc(Nc3cccc(C(F)(F)F)c3)n2)c1
80	CCc1ccc(-c2cc3c(=O)[nH]nc(SCC(=O)Nc4cc(Cl)ccc4OC)n3n2)cc1
63	COc1ccc(CCNC(C#N)c2ccco2)cc1OC (centres undefined)
56	CC(C1CC1)N(C(=O)c1ccccc1Cl)c1ccccc1 (centres undefined)
68	COc1ccc(NC(=O)Nc2cc(-c3cn4nc(OC)ccc4n3)ccc2C)c(OC)c1
69	Cc1ccc(Cl)c2sc(N(Cc3ccccn3)C(=O)Cc3ccccc3)nc12
71	Cc1nc(C)c(C(=O)Nc2ccc(SCc3ccc(F)cc3)nn2)s1
48	N/C(=N/OC(=O)c1cccs1)c1ccc(Oc2ccc(C(F)(F)F)cc2[N+](=O)[O-])cc1
53	Cc1ccc(Oc2ccc([N+](=O)[O-])cc2)cc1C
63	CC(C)(CO)NS(=O)(=O)c1ccc2c(c1)C(=O)c1cc(S(=O)(=O)NC(C)(C)CO)ccc1-2
65	Cc1ccccc1C(=O)NCCn1cc(SCc2ccccc2)c2ccccc21
57	Cc1ccc(-n2cccc2)cc1
60	O=C(NNC(=O)c1cc(=O)c2ccccc2o1)c1ccc(=O)n(Cc2ccccc2)c1
59	CCCCc1ccc(NC(=O)CSc2nc(-c3ccccc3)c(-c3ccccc3)o2)c(C)c1
53	O=C(NCCCN1CCCC1=O)C(=O)Nc1cccc(F)c1
63	Cc1ccc(NC(=O)C(=O)NC2CCCC2)cc1
68	Cc1nc2c(=S)[nH]nc(-c3ccccc3)c2s1
64	S=c1[nH]nc(-c2ccccc2)n1/N=C\c1ccc(Cl)cc1
61	O/N=C\c1cn(CC(O)Cn2cnc3ccccc32)c2ccccc12 (centres undefined)
73	Cc1nn(C(=O)c2cccs2)c(C)c1CN1C(=O)c2ccccc2C1=O
57	CC(C)N1CCc2c(sc(NC(=O)c3ccc(S(C)(=O)=O)cc3)c2C(N)=O)C1
89	O=C(CSc1nccn2nc(-c3ccc(Cl)cc3)cc12)NC1CCCC1
72	CC(C)C(=O)N1CCc2ccc(NS(=O)(=O)CCc3ccccc3)cc2C1
61	CCCN(CCC)C(=O)Cc1csc2nc(-c3ccccc3)cn12
107	O=C(NCC1CCN(Cc2cccs2)CC1)C(=O)Nc1ccc(OC(F)(F)F)cc1
57	O=C1CSC(Cc2cccs2)=N1
54	O=S(=O)(NCCOc1ccc(-c2ccco2)nn1)c1ccc2c(c1)OCCO2
72	CCCCOc1ccc(C(=O)Nc2ccc3c(c2)N(C(=O)C2CC2)CC3)cc1
56	Cc1ccc2cc3c(nc2c1)N(N)CC3
64	Clc1cccc(Cl)c1Nc1nc(-c2ccc(-c3ccccc3)cc2)cs1
50	CNC(=O)c1c(NC(=O)CCS(=O)(=O)c2ccc(C)cc2)sc(C)c1C
59	CC(C)(C)C(=O)N1NC(=Nc2ccccc2)SC1(C)C
59	Cc1ccc(C(=O)NCCOc2ccccc2)cc1[N+](=O)[O-]
51	CN1CCN(n2c3c(c(SCC(=O)N4CCc5ccccc54)nc2=O)CCC3)CC1
56	Cc1occc1C(=O)C(C#N)=C(NCc1cccnc1)NCc1cccnc1
64	Cc1csc(NC(=O)c2cnc3sccn3c2=O)n1
62	CCOc1cc(C(=O)OCn2nnc3ccccc3c2=O)cc(OCC)c1OCC
61	COc1ccc(OC)c(Nc2nc(CC(=O)NCCC3=CCCCC3)cs2)c1
70	O=C(CCSc1ccccc1)Nc1cccc(NC(=O)CCSc2ccccc2)c1

As entered above.
CC(C)(C)C(=O)N1NC(=Nc2ccccc2)SC1(C)C @ RMI FANCM FP: 59
Cc1ccc(NC(=O)C(=O)NC2CCCC2)cc1 @ RMI FANCM FP: 63
CC(C)N1CCc2c(sc(NC(=O)c3ccc(S(C)(=O)=O)cc3)c2C(N)=O)C1 @ RMI FANCM FP: 57
Cc1nc2c(=S)[nH]nc(-c3ccccc3)c2s1 @ RMI FANCM FP: 68

New compounds follow.
RMI FANCM FP	SMILES
60	Cc1cccn2c(=O)c(C=NCc3ccco3)c(N3CCCCC3)nc12
61	Cc1ccc(-c2nc(SCCCN3C(=O)c4cccc5cccc(c45)C3=O)n[nH]2)cc1
77	COc1ccc(C2CC(c3cccs3)=NN2S(=O)(=O)c2ccc(C)cc2)cc1 (centres undefined)
59	Cc1cc(NC(=O)C(C)N2C(=O)c3ccccc3S2(=O)=O)no1 (centres undefined)
66	CC(C)c1cc(=O)n2c(n1)SCC2CC(=O)Nc1ccc(F)c(Cl)c1 (centres undefined)
59	CCOC(=O)C1CCN(c2c([N+](=O)[O-])c(=O)n(C)c3ccccc23)CC1
55	CCN(CC)c1ccc(C=NCCc2ccccc2)c(O)c1
57	FC(F)(F)c1ccc(CN2CCCC(c3nc4ccccc4[nH]3)C2)cc1 (centres undefined)
68	O=C(Cc1cn(Cc2ccccc2)c2ccccc12)NCC1CCCO1 (centres undefined)
62	CC(C)Sc1ccc2nn(CC(=O)Nc3ccc4c(c3)OCO4)c(=O)n2n1
67	Cc1cc(C(=O)NCCn2ncc3c(N4CCN(Cc5ccccc5)CC4)ncnc32)no1
66	CCS(=O)(=O)c1cccc(C(=O)Nc2cc(C)nn2-c2nc3ccc(F)cc3s2)c1
65	CC1(C)COc2cc(NS(=O)(=O)Cc3cccc(Cl)c3)ccc2NC1=O
60	O=C(Nc1ccc2sccc2c1)c1ccc(N2C(=O)CCC2=O)cc1
71	Nc1[nH]c(=S)[nH]c(=O)c1NC(=O)c1cccs1
63	Cc1ccc(C(=O)Nc2nn[nH]n2)cc1S(=O)(=O)N1CCCCC1
63	O=C1c2ccc3c4c(ccc(c24)C(=O)N1c1ccccc1)C(=O)N(c1ccccc1)C3=O
48	COC(=O)c1csc(S(=O)(=O)Nc2ccc(Cl)cc2)c1OC
81	CCCN1CCCc2cc(CCNC(=O)CCC3CCCC3)ccc21
63	CCOc1cc(S(=O)(=O)N2CCN=C2c2ccccc2)ccc1F
66&56	Nc1nc2c(c(=O)[nH]1)N(C=O)C(CNc1ccc(C(=O)N[C@@H](CCC(=O)O)C(=O)O)cc1)CN2 (some centres undefined)
63	c1ccc(-c2csc3ncnc(N4CCNCC4)c23)cc1
55	CCC(=O)c1ccc2c(c1)N(CCCN(C)C)c1ccccc1S2
52	CCOC(=O)c1cc(-c2ccccc2)sc1NC(=O)CSc1nnc(-c2ccco2)o1
65	Cc1cc(=O)n2c(-c3ccc(NS(=O)(=O)c4ccc(C)s4)cc3)csc2n1
64	Cn1c(SCC(=O)Nc2ccccc2)nnc1-c1ccc(OCC(F)(F)F)nc1
63	Cc1cc(-c2nnc(NC(=O)c3sc4ccccc4c3Cl)o2)nn1C
63	CCc1ccc(S(=O)(=O)Oc2ccc(OCc3ccccc3)cc2)cc1
-1*	Cc1ccc(C)c(S(=O)(=O)N=C2C=C(Br)C(=O)c3ccccc32)c1
65&64	c1ccc(C23CC4CC(CC(C4)C2)C3)cc1

Two entries from above, reformatted.
Compound	RMI FANCM FP
O=C(CSc1nccn1-c1ccc(Cl)cc1)Nc1cc(C(F)(F)F)ccc1Cl	64
O=C(NCc1ccccc1)N1CCN(c2ccc(-c3ccc4c(c3)OCO4)nn2)CC1	66

Carrying on:
RMI FANCM FP	SMILES
65	COc1ccc(S(=O)(=O)NCCCn2nc(-c3ccncc3)ccc2=O)cc1F
45	O=C(Oc1cccc(N2CCOCC2)c1)c1ccc(CSC(=S)N2CCSCC2)cc1
64	Cc1cc[n+](CC(=O)c2cccs2)cc1
67	COc1ccc(OC)c(-c2ccc(=O)n(CCNC(=O)Nc3cccc(F)c3)n2)c1
93	CC(C)Cn1c(=O)c2ccccc2n(Cc2nc(-c3cccs3)no2)c1=O
52	c1cncc(-c2cc(N3CCOCC3)c3ccccc3n2)c1
48	Nc1ncnc2c1ncn2[C@@H]1O[C@H](COP(=O)(O)OP(=O)(O)OP(=O)(O)OP(=O)(O)OC[C@@H]2O[C@H](n3cnc4c(N)ncnc43)C(O)[C@@H]2O)[C@H](O)C1O (some centres undefined)
62	CCOC(=O)c1ccc(OC)c(OC)c1Cl
74	O=C(CSc1ccc(NC(=O)C2CC2)nn1)Nc1ccc(F)cc1
57	O=C(NCc1cccs1)C(=O)Nc1ccncc1
60	O=C(NCCCS(=O)(=O)N1CCN(c2ccccn2)CC1)c1cnccn1
65	COc1ccc(NC(=O)/C=C/c2ccc(C(C)C)cc2)c(OC)c1
56	CC(=O)c1sc(-c2ccc(F)cc2)cc1NC(=O)c1cccs1
55&55	CN1[C@@H]2CC(OC(=O)[C@H](CO)c3ccccc3)C[C@H]1[C@@H]1O[C@@H]12 (some centres undefined)
67	O=C(NCc1ccccn1)c1ccc(CNS(=O)(=O)c2cccc(C(F)(F)F)c2)cc1

Reprinted at random: 4 compounds from above
RMI FANCM FP	SMILES
93	CC(C)Cn1c(=O)c2ccccc2n(Cc2nc(-c3cccs3)no2)c1=O
64	Cc1cc[n+](CC(=O)c2cccs2)cc1
52	c1cncc(-c2cc(N3CCOCC3)c3ccccc3n2)c1
57	O=C(NCc1cccs1)C(=O)Nc1ccncc1

Assay outcomes from PubChem BioAssay.

Only part of the results is shown; count on the stated rates, not on these rows.
